14-3-3g Raf – modulators of human 14-3-3 gamma - Raf peptide interaction; 160,000 compounds, 0.19% hits; FP, 14-3-3gamma / TMR-pS259-Raf peptide binding; inhibition, % at 40 µM; in the data active = inhibition above about 30%;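 note: 0% = protein plus tracer without compound and 100% = blank with tracer alone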
Target sequence (P61981 whole entry, looked up): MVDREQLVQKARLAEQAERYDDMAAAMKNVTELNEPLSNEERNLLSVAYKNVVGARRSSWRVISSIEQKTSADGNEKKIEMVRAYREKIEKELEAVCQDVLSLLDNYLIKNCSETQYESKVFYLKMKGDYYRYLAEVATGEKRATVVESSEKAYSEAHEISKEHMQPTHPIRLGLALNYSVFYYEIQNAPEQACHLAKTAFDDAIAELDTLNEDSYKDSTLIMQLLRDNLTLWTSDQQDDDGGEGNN
* = called active by the depositor; & = joins results of further samples.

14-3-3g Raf | SMILES
0 | COc1ccc(NC(=O)Cn2nc([N+](=O)[O-])c([N+](=O)[O-])c2C)c(OC)c1
-23 | Cc1cccc(CN2C(=O)c3ccccc3Sc3ccc(C(=O)NCc4ccco4)cc32)c1
-5 | CCSCCOC(=O)C1=C(C)NC2=C(C(=O)CC(C)(C)C2)C1c1coc2ccccc2c1=O (stereo unspecified)
-10 | Cc1oc(-c2ccccc2F)nc1CN1CCC(C(=O)NC2CC2)CC1
1 | CCOC(=O)c1ccc(NC(=O)CSc2nnnn2CCCO)cc1
-5 | Cc1cc(C)n(CC(=O)c2ccccc2)c(=O)c1C#N
-2 | COc1ccccc1NC(=O)N(C1CCCC1)C1CCN(C(C)=O)CC1
1 | Cc1cccc2nc(-c3cccnc3)c(Nc3ccccc3)n12
0 | CCCc1oc2cc(O)c(CC)cc2c(=O)c1-c1ccc2c(c1)OCCO2
-59 | COc1ccc(C2Nc3cccc4cccc(c34)N2)cc1Br
-4 | CC1CC(C)CN(S(=O)(=O)c2ccc(C(=O)Nc3nc(-c4ccc(C(C)C)cc4)cs3)cc2)C1 (stereo unspecified)
-68 | CCOC(=O)c1cc2c(=O)n3ccccc3nc2n(CC(C)C)c1=NC(=O)COc1ccc(Cl)cc1
-12 | Cn1c(SCc2c(F)cccc2Cl)nnc1-c1cccs1
-11 | O=C(CCS(=O)(=O)c1cccc2nonc12)NCCN1CCCCCC1
0 | Cc1cc(NC(=O)C2CCCN(S(=O)(=O)c3cnc[nH]3)C2)ccc1Br (stereo unspecified)
-7 | O=C1C2CCCCC2C(=O)N1c1ccc(NCc2ccc(F)cc2)c([N+](=O)[O-])c1 (stereo unspecified)
-6 | O=C(Nc1ccc2c(c1)oc1ccccc12)c1cccc(C(F)(F)F)c1
3 | CCc1cc2c(=O)c(-c3ccc4c(c3)OCO4)c(C)oc2cc1OCC(=O)O
-4&-17 | Cc1cc(C)nc(NS(=O)(=O)c2ccc(Br)cc2)n1
0 | CCN(CC)CCOc1nnc(-c2ccc(C)cc2)c2ccccc12
-7 | CCOC(=O)c1c(C)[nH]c(C(=O)COC(=O)CSCC(=O)N(CC)CC)c1C
3 | Cn1c(CCNC(=O)c2ccco2)nc2cc(NS(=O)(=O)c3ccccc3)ccc21
-45 | COc1cc(-n2cnc3cc(C(=O)NCc4ccco4)ccc32)cc(OC)c1OC
0 | CCOC(=O)c1cc(C)n(-n2cnnc2)c1C
-4 | C=CCN1CC(c2nc3ccccc3n2CCOc2ccccc2)CC1=O (stereo unspecified)
3 | O=C1c2ccc(C34CC5CC(CC(C5)C3)C4)cc2C(=O)N1c1ccc([N+](=O)[O-])cc1
-1 | CSc1ccc(S(=O)(=O)NCCc2ccc(Cl)cc2)cc1
-1 | O=C1C=C(NCc2cccnc2)C2(CCCCC2)O1
-8 | COc1cc(NC(=O)Cn2c3ccccc3c(=O)c3cc(C)ccc32)cc(OC)c1
8 | CCOC(=O)C1=C(C)Nc2nnnn2C1c1cc(OC)ccc1OC (stereo unspecified)
0&2 | CC(C)Sc1nnc(-c2c[nH]c3ccccc23)n1C
4 | COn1c(-n2nc(C)cc2C)nc2ccccc2c1=O
-34 | COC(=O)C1=C(C(=O)OC)C2(OC1c1cccc(F)c1)C(=O)c1ccccc1C2=O (stereo unspecified)
2 | COc1ccc(CNC(=O)c2ccc(OC(C)=O)cc2)cc1
-3 | O=C(Cn1c(=O)n(-c2ccccc2)c(=O)c2sccc21)NCc1ccccc1
-5 | Cc1ccc(CNC(=O)c2cnn3c(C)c(Cc4ccccc4F)c(C)nc23)cc1
-11 | COc1ccc(-n2nc3ccc(NC(=O)COc4ccc(Br)cc4)cc3n2)cc1
-10&-5 | CN(CCNC(=O)c1cccc(N2CCCC2=O)c1)Cc1ccccc1
2 | CC(=O)Nc1ccc(Oc2c(F)c(F)nc(NCCO)c2F)cc1
-10 | Cc1cc(C)c(NC(=O)Cn2c(=O)n(CCC(=O)N3CCc4ccccc4C3)c(=O)c3ccccc32)c(C)c1
1 | CCOC(=O)Cn1c(CN2CCCCC2C)nc2c1c(=O)n(C)c(=O)n2C (stereo unspecified)
19 | Cc1c(Cl)c(C)c([N+](=O)[O-])c(O)c1C=Nc1cccc(C(=O)O)c1
-43 | COc1ccc(C2=NN3C(C2)c2ccccc2OC3c2ccc(OC(C)C)cc2)cc1 (stereo unspecified)
-1 | CCOc1ccc(C2C=C(c3ccccc3)Nc3ncnn32)cc1 (stereo unspecified)
-9 | COCCCNC(=O)CCc1nc2cccnc2n1Cc1ccccc1
-11 | COc1ccc(C(=O)Nc2cccc(C(C)=O)c2)cc1
-6 | COc1cc2c(cc1OC)C(C(=O)Nc1cc(C)on1)C(c1ccccc1F)N(C)C2=O (stereo unspecified)
4 | COc1ccc(C(C)=Nc2sc3c(c2C#N)CCCC3)cc1OC
5 | Cc1ccccc1N=Cc1cccc([N+](=O)[O-])c1O
-4&-2 | COCCNC(=O)CSc1nc2nc(C)cc(C)n2n1
-2 | O=C(NC1CCCC1)C1CCN(S(=O)(=O)c2cccs2)CC1
-4 | O=c1c2ccccc2c(=O)n(Cc2ccccc2)n1Cc1ccccc1
-3 | CCOC(=O)c1ccc2c(c1)C(=O)N(c1ccc3c(c1)oc1ccccc13)C2=O
-6 | COC(=O)c1nnn(CC(=O)Nc2ccccc2Cl)c1C(=O)OC
-4 | CC1(C)CC(=O)c2c(-c3cccnc3)n[nH]c2C1
3 | CC(C)C(C(=O)NCC1CCCO1)N(Cc1ccco1)C(=O)CNS(=O)(=O)c1ccc(F)cc1 (stereo unspecified)
-7 | Cc1ccc(-c2nn(CCC(=O)NCC3CCCO3)c(=O)c3ccccc23)cc1 (stereo unspecified)
-2 | CC(=O)NC(Cc1cc(C)ccc1C)C(=O)N1CCN(C(=O)Nc2ccc(C(C)=O)cc2)CC1 (stereo unspecified)
-4 | CCCCOc1ccc(C(=O)Nc2ccc(O)c(-c3nc4ccccc4s3)c2)cc1
-5 | O=C1c2cccc3cccc(c23)C(=O)N1CCN1CCN(S(=O)(=O)c2ccc(I)cc2)CC1

Remaining list, next part
14-3-3g Raf | SMILES
2 | CN(Cc1ccccc1)S(=O)(=O)c1ccc(F)c(C(=O)Nc2ccccc2Cl)c1
-18 | O=C(CC1N=C2c3ccccc3N=C(SCc3ccccc3Cl)N2C1=O)NCc1ccccc1 (stereo unspecified)
-15 | COC(=O)c1cc2nc(-c3ccccc3)cc(C)n2n1
-3 | O=c1oc(-c2cccs2)nc2scc(-c3cccs3)c12
1 | C=CCn1c(N)nc2ccccc21
8 | COc1ccc(Nc2nc(-c3ccccc3)c(CC(=O)O)s2)c(OC)c1
-2 | COc1ccccc1C(=O)Nc1ccc(S(=O)(=O)N2CCOCC2)cc1
5 | Cc1ccc(-n2nc(C)c3c2OC(N)=C(C#N)C3c2ccco2)cc1 (stereo unspecified)
-10 | CC(C)CCOP(=O)(c1ccc(N(C)C)cc1)C(O)c1ccccc1 (stereo unspecified)
-11 | Cc1ccc(C(=O)O)cc1NC(=O)c1cc2ccccc2oc1=O
-9 | COc1ccc(-n2nnnc2SCC(=O)c2cc3ccccc3o2)cc1
-4 | CN(C)S(=O)(=O)N1CCN(CC(O)COc2ccc(C(=O)c3ccccc3)cc2)CC1 (stereo unspecified)
6 | O=C(Nc1ccccc1C(=O)N1CCCCC1)c1ccc([N+](=O)[O-])cc1
2 | CCN(CC)c1ccc(C=Nc2c(C)n(C)n(-c3ccccc3)c2=O)c(OC)c1
-2 | COc1ccc(CNC(=O)C(NS(=O)(=O)c2ccc3c(c2)CCCN3C(C)=O)C(C)C)cc1 (stereo unspecified)
-5 | O=C(NCc1ccc(F)cc1)c1ccc2c(=O)n(CCc3c[nH]c4ccccc34)c(=S)[nH]c2c1
-2 | CC(C)C(c1nnnn1CCc1ccccc1)N1CCOCC1 (stereo unspecified)
-1 | COCCOC(=O)C1=C(C)N=C2SCCC(=O)N2C1c1ccccc1Br (stereo unspecified)
-6 | O=C1c2oc3ccccc3c(=O)c2C(c2ccncc2)N1c1nccs1 (stereo unspecified)
-15 | COc1ccc(C(=O)N2CCN(S(=O)(=O)c3ccccc3)CC2)c(OC)c1
-8 | Cn1c(=NC(=O)c2ccc(S(=O)(=O)N3CCc4ccccc4C3)cc2)sc2ccccc21
-66 | O=C(C[n+]1ccccc1)c1cccc2ccccc12
-3 | Cc1ccc(C2C(=O)N(C3CCCC(C)C3C)CC(=O)N2CCc2ccccc2)cc1 (stereo unspecified)
-46 | CC(C)(C)c1ccc(C(=O)Nc2nonc2-c2nc3ccccc3[nH]2)cc1
3 | COc1ccc(-c2nc3ccc(C)cn3c2Nc2ccc3c(c2)OCCO3)cc1
30 | CC1CN(CC(O)COc2ccc(C(C)(C)C)cc2)CC(C)O1 (stereo unspecified)
-1 | Cc1noc(/C=C/N(C)C)c1S(=O)(=O)N1CCCC(C(=O)NCc2ccc(Cl)cc2)C1 (stereo unspecified)
3 | S=c1[nH]ncc2ccccc12
-1 | CCCn1nnc(NC(=O)c2cc(Br)ccc2OC)n1
-2 | CCS(=O)(=O)N1CCCC(C(=O)NCCCN2CCCCC2C)C1 (stereo unspecified)
21 | CCOc1cc([N+](=O)[O-])cc(C=Nc2ccc3oc(-c4ccc(Cl)cc4)nc3c2)c1O
-24 | Cc1ccc(CNC(=O)c2cnn3c(C)c(Cc4cc(C)ccc4C)c(C)nc23)cc1
0 | O=C(O)c1ccc2c(c1)N(Cc1ccccc1)C(=O)c1ccccc1S2=O (stereo unspecified)
-9 | Cc1cccc(NC(=O)Nc2nnc(C)s2)c1
-17 | CCC(=O)/C=C1\Sc2ccc(OC)cc2N1CCO
4 | COc1ccc(-c2cc(C(F)(F)F)nc(-n3ccnc3C)n2)cc1
-7 | Cc1ccc(C2NC(=O)c3sc(=S)n(-c4ccccc4)c3N2)cc1 (stereo unspecified)
2 | COC(=O)C1=C(C)Nc2ncnn2C1c1cc(OC)ccc1OC (stereo unspecified)
-1 | COc1ccc(NC(=O)C2CC2)cc1-n1cnnn1
-4 | CC(C)(C)N1CN=C2SC(CO)(CO)C(=O)N2C1
1 | CN(C)c1ncnc(Cl)c1[N+](=O)[O-]
1 | O=C(NC1CCCC1)C1CCCN1C(=O)Nc1ccccc1 (stereo unspecified)
-1 | COC(=O)C1CCN(C(=O)c2ccccc2Oc2ccccc2)CC1
-8 | C=CCSC1=N/C(=C\c2ccc3c(c2)OCO3)C(=O)S1
-18 | C=CCN(c1ccccc1)S(=O)(=O)c1ccc2[nH]cc(C(=O)O)c(=O)c2c1
-4 | Cc1cc(C)c(NC(=O)c2ccc(S(=O)(=O)N3CCOCC3)cc2)c(C)c1
9 | COc1ccc(NC(=O)Cn2ccc3ccccc3c2=O)cc1OC
-12 | O=C(NCCc1ccccc1)c1cc2ncc(Br)cn2n1

Six entries from above, set out differently.
Molecule	14-3-3g Raf
C=CCN(c1ccccc1)S(=O)(=O)c1ccc2[nH]cc(C(=O)O)c(=O)c2c1	-18
COc1ccc(NC(=O)Cn2ccc3ccccc3c2=O)cc1OC	9
CN(C)c1ncnc(Cl)c1[N+](=O)[O-]	1
C=CCSC1=N/C(=C\c2ccc3c(c2)OCO3)C(=O)S1	-8
COC(=O)C1=C(C)Nc2ncnn2C1c1cc(OC)ccc1OC (stereo unspecified)	2
O=C(NCCc1ccccc1)c1cc2ncc(Br)cn2n1	-12

Other compounds
14-3-3g Raf | SMILES
-6 | COc1ccc(OC)c(C2NC(=O)NC(C)=C2C(=O)OCCc2ccccc2)c1 (stereo unspecified)
6 | CCn1cc(CNC(=O)c2cc(-c3ccc(C)c(C)c3)nc3ccccc23)cn1
-7 | Cc1ccc(NC(=O)CN(C)c2ccc(S(=O)(=O)N3CCN(C)CC3)cn2)cc1
-10 | Brc1ccc(Nc2nc(-c3cccnc3)nc3ccccc23)cc1
2 | O=C(COc1ccc(Br)cc1)Nc1ccc(N2CCOCC2)cc1
7 | c1ccc2nc(N3CCCC3)c(N3CCCC3)nc2c1
-5 | CCCCC(=O)Nc1ccc(C(=O)Nc2ccc(S(=O)(=O)N3CCCC3)cc2)cc1
10 | COC(=O)C(N=Cc1ccc(Br)cc1)C12CC3CC(CC(C3)C1)C2 (stereo unspecified)
1 | CC(=O)Nc1nc2ccccc2n1CCN1CCCCC1
0 | O=C(Oc1ccc(Br)cc1)c1ccc(NC(=O)c2ccco2)cc1
-3 | CCCn1c(C(O)(c2ccccc2)c2ccccc2)nc2ccccc21
-6 | O=C1c2ccccc2C(=O)N1Cc1nc(-c2ccccn2)no1

3 entries from above, arranged by their value in 14-3-3g Raf, smallest number first:
| smiles | 14-3-3g Raf |
| --- | --- |
| O=C1c2ccccc2C(=O)N1Cc1nc(-c2ccccn2)no1 | -6 |
| CC(=O)Nc1nc2ccccc2n1CCN1CCCCC1 | 1 |
| c1ccc2nc(N3CCCC3)c(N3CCCC3)nc2c1 | 7 |

A second format for some results above.
O=C(Oc1ccc(Br)cc1)c1ccc(NC(=O)c2ccco2)cc1
- 14-3-3g Raf = 0

c1ccc2nc(N3CCCC3)c(N3CCCC3)nc2c1
- 14-3-3g Raf = 7

Brc1ccc(Nc2nc(-c3cccnc3)nc3ccccc23)cc1
- 14-3-3g Raf = -10

Cc1ccc(NC(=O)CN(C)c2ccc(S(=O)(=O)N3CCN(C)CC3)cn2)cc1
- 14-3-3g Raf = -7

(further entries)
14-3-3g Raf | SMILES
-2 | O=C(CCC1CCCCC1)Nc1c2c(nn1-c1ccc(F)cc1)CS(=O)C2 (stereo unspecified)
-3 | Cc1noc(C)c1S(=O)(=O)N1CCC(C(=O)Nc2nccs2)CC1
-11 | CCOCCCn1c(C)nc2c(c1=O)c1nc3ccccc3nc1n2CCC1=CCCCC1
-3 | CCCCN1C(=O)CN(C2CCCC2)C(=O)C1c1ccc(F)cc1 (stereo unspecified)
1 | COc1cc(C2NC(C(=O)O)CS2)ccc1O (stereo unspecified)
-10 | O=C(CC1Sc2ccccc2NC1=O)NCCN1CCOCC1 (stereo unspecified)
-22 | Nc1nc2ccc(C(=O)O)cc2s1
-3 | O=C1CC(SCc2nc3ccccc3[nH]2)C(=O)N1c1ccc(F)cc1 (stereo unspecified)
-5 | CC(C)n1nnnc1SCC(=O)NCc1cccs1
-3 | NCCCNCCCCNCCCN
0 | Cc1cccc(CSC2=NCCN2C(=O)c2ccc3c(c2)OCO3)c1
5 | CCOC(=O)C1CCN(C(=O)COc2ccc(Cl)cc2Cl)CC1

Screens deposited in PubChem BioAssay by Emory University Molecular Libraries Screening Center.

These rows are one share of the data; the hit share may differ from the screen's.
